# ERAP1 inh: inhibitors of human ERAP1 aminopeptidase; Q9NZ08; recombinant ERAP1, Leu-AMC fluorescence, 60 min; inhibition, % at 10.7 µM; 340,000 tested, 0.15% active;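 active = mean replicate inhibition of at least 30%, or all replicates individually reaching that 30% level; inactive = mean below 30% and not every replicate reaching it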;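 also: 0% = neutral control wells and 100% = L-leucinethiol positive control wells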
# Target sequence (Q9NZ08 whole entry, looked up): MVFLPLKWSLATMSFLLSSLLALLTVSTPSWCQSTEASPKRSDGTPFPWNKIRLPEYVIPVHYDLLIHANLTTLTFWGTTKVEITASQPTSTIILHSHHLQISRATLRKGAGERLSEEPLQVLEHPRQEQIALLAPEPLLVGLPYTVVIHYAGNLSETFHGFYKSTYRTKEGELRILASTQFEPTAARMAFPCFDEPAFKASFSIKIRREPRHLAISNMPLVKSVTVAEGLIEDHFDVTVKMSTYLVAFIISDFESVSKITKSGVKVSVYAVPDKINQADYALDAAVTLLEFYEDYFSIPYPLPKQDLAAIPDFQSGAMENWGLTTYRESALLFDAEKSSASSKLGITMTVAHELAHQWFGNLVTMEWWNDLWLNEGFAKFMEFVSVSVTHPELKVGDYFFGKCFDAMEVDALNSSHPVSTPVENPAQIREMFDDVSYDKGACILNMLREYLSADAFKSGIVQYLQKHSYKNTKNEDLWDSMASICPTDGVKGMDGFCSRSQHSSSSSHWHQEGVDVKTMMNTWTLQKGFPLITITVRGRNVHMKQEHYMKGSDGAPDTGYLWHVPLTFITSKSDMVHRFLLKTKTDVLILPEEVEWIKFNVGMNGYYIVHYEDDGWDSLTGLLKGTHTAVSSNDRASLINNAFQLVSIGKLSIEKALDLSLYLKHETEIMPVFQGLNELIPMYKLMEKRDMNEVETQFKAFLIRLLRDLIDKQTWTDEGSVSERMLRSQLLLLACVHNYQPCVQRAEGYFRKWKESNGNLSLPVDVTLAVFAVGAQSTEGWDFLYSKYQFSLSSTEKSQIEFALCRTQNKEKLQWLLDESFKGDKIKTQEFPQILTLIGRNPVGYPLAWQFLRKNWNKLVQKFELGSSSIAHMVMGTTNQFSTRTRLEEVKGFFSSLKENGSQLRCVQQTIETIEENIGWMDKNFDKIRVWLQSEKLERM
# LGR2 antag: blocks bursicon-induced cAMP signaling via Drosophila LGR2; HEK293 LGR2, CRE-luciferase, bursicon-stimulated, 4 h; inhibition, % at 9.99 µM; 380,000 tested, 0.35% active;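 active = drop in luminescence signal, shown as inhibition above about 50% in the replicate tests, limit read from the data, passing the limit was not always enough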;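 also: agonist challenge used bursicon conditioned medium at about half maximal strength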
# PglD inh: inhibitors of Campylobacter jejuni PglD acetyltransferase; inhibition, % at 12.5 µM; purified PglD enzyme, DTNB colorimetric CoA detection; 360,000 tested, 0.098% active; in the data active = inhibition above about 16%, passing the limit was not always enough; also: strong numbers were not always called active
# EWS-Fli inh: blocks EWS/Fli oncoprotein-driven transcription. 350,000 tested, 0.67% active. inhibition, % at 12.6 µM. A673 NR0B1-luciferase reporter, viability-normalised;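 active = mean inhibition of at least 50% after viability correction, with every replicate also passing that limit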;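 also: firefly luciferase signal divided by Alamar Blue viability fluorescence both relative to DMSO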
# PAX8 reporter: inhibitors of PAX8 transcriptional activity in RMG-I cells; RMG-I TPO-luciferase reporter, SteadyGlo, 24 h; inhibition, % at 12.6 µM; 360,000 tested, 1.2% active; AID 652154;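 active = mean replicate inhibition at least 60% with every replicate also reaching 60%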;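 also: luciferase light reporting Pax8 driven TPO promoter activity; plate controls were median of neutral control wells for no effect and mitoxantrone controls for full effect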
# S100A4 inh HTS: blocks human S100A4 binding to myosin IIA peptide; inhibition, % at 10.7 µM; P26447; 360,000 tested, 0.14% active; S100A4/TAMRA-MyoIIA peptide fluorescence polarization; AID 652163;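 active = mean inhibition of at least 70% across replicates, with every replicate also reaching that level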
# Target sequence (P26447 whole entry, looked up): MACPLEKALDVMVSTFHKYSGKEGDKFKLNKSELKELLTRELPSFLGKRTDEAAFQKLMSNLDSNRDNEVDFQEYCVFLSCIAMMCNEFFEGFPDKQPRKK
#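 Assay system: human S100A4 monomer with TAMRA-labelled myosin IIA peptide / Buffer or medium: Calcium-containing HEPES buffer, pH 7.2 / Reagent: TAMRA-labelled myosin IIA heavy-chain peptide probe, 5 nM / Compound: one dose per compound / Timing: polarization read 5 min after assay mix addition, stable 5–60 min / Benchmarks: neutral control DMSO, positive control TFP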
# PGC1a acetyl inh: modulators of PGC1a acetylation; U2OS PGC1a acetylation, AlphaScreen anti-acetyl-lysine; with virally co-expressed GCN5 acetyltransferase; inhibition, % at 15.6 µM; 350,000 tested, 0.17% active; AID 651687;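 active = every replicate shows inhibition of at least 40%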;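 also: 0% = neutral control wells and 100% = positive control wells; some results beyond the cut were filed as inactive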
# FN deposit inh: fibronectin deposition inhibition. AH1F fibroblasts, Alexa488-fibronectin deposition fluorescence, overnight. inhibition, % at 12.6 µM. 350,000 tested, 0.086% active;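 active = mean inhibition across replicates of 30% or more, regardless of how many single replicates reach that level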;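 also: positive control wells lacked labelled fibronectin entirely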
#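 Measured by – fluorescence 485/525 nm · System – AH1F fibroblast monolayer, labelled fibronectin deposition · Amount – 10000 cells per well · Buffer or medium – serum-reduced DMEM (2% serum) · Doses – single dose, pinned · Also added – fluorescent fibronectin at 24 nM final · Schedule – 1 h cell attachment, overnight exposure to compound and label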
# Numbers without * were called inactive; nt = no result given; & = joins results of further samples.
1	O=C(C1CCOCC1)N1[C@@H](CO)[C@@H]2c3ccccc3NC[C@@H]21
2	CN(C)C(=O)C[C@@H]1C[C@@H]2c3cc(NC(=O)NC4CCCC4)ccc3O[C@@H]2[C@H](CO)O1
3	C[C@@H]1CN([C@H](C)CO)C(=O)c2cc(NS(=O)(=O)c3ccccc3)ccc2O[C@@H]1CN(C)S(C)(=O)=O
4	CO[C@@H]1CN(C)C(=O)c2cc(NS(=O)(=O)c3cccc(F)c3)ccc2OC[C@@H](C)N(Cc2cc(F)ccc2F)C[C@@H]1C
5	C/C=C/c1cnc2c(c1)C(=O)N([C@@H](C)CO)C[C@H](C)[C@@H](CN(C)Cc1ccc3c(c1)OCO3)O2
6	Cc1ccc(C(=O)NNC(=O)C2CC2)cc1Br
7	CCN1C(=O)C(=O)c2cc(C)ccc21
8	Fc1ccccc1CSc1ccc(-c2ccco2)nn1
assay / entry	1	2	3	4	5	6	7	8
ERAP1 inh	nt	1	-3	-1	3	-2	0	-4
LGR2 antag	-2	-6	13	30	-1	16	-2	-91
PglD inh	-1	3	-1	1	3	-1	-1	nt
EWS-Fli inh	4	6	-9	18	-7	-10	13	-77
PAX8 reporter	0	-30	nt	nt	-5	-3	-16	-228
S100A4 inh HTS	nt	-3	10	8	-9	-19	37	-14
PGC1a acetyl inh	11	-3	5	-1	-6	8	17	-9
FN deposit inh	nt	-3	nt	nt	-43	1	5	10

9	Cc1ccc2c(Cl)cc(Cl)c(OCC(=O)N3CCCC3)c2n1
10	Cc1ccc(S(=O)(=O)N[C@@H]2CC[C@H](CCNC(=O)C3CC3)O[C@@H]2CO)cc1
11	O=C(CCNC(=O)c1ccc([N+](=O)[O-])cc1)Nc1ccc(Cl)c(S(=O)(=O)N2CCOCC2)c1
12	CCCCN(C)C(=O)c1ccc(CS(=O)(=O)c2ccccc2C)o1
13	CCOc1ccc(-c2nnc3ccc(SC(C)C)nn23)cc1
14	COc1ccc(CN(C)C[C@H]2OCCCC[C@H](C)Oc3ccc(NC(=O)c4ccccc4)cc3C(=O)N([C@H](C)CO)C[C@H]2C)cc1
15	O=C(NC1CCCC1)N1CCCCN2[C@H](CO)[C@H](c3ccc(-c4ccccc4)cc3)[C@@H]2C1
16	CCSc1nnc(-c2ccncc2)o1
assay / entry	9	10	11	12	13	14	15	16
ERAP1 inh	0	-2	5	-3	5	0	1	nt
LGR2 antag	4	5	-13	-10	-2	-1	1	nt
PglD inh	nt	-1	5	2	-1	-1	-1	-1
EWS-Fli inh	2	2	7	6	5	-1	1	nt
PAX8 reporter	-1	nt	43	28	-2	-23	6	-13
S100A4 inh HTS	-2	-18	-6	1	-11	6	-23	nt
PGC1a acetyl inh	11	3	-2	-1	4	7	6	-3
FN deposit inh	8	-4	-4	14	0	nt	nt	-6

17	O=C(Nc1ccccc1)Nc1ccc2c(c1)[C@H]1C[C@@H](CC(=O)N3CCCCC3)O[C@@H](CO)[C@H]1O2
18	CCCN1C[C@@H](C)[C@@H](OC)CN(C)C(=O)c2ccc(NC(=O)C3CCOCC3)cc2OC[C@@H]1C
19	CN(CC(=O)Nc1cccc(F)c1)CC(=O)Nc1cc(S(=O)(=O)N2CCOCC2)ccc1Cl
20	COCC(=O)NC[C@@H]1[C@@H](c2ccccc2)[C@@H](CO)N1C(=O)c1ccccc1
21	CCNC(=O)CN(c1ccccc1)S(=O)(=O)c1ccc(Cl)cc1
22	CCc1cnc(Nc2nc(C(N)Cc3ccc(Cl)cc3)cs2)nc1 (centres undefined)
23	COc1ccc(S(=O)(=O)N2CCN(CC(=O)NC(Cc3ccccc3)C(C)=O)CC2)cc1 (centres undefined)
24	Cc1ccc(S(=O)(=O)/N=C2\C=C(Nc3cccc(C(=O)O)c3)C(=O)c3ccccc32)cc1
assay / entry	17	18	19	20	21	22	23	24
ERAP1 inh	1	-2	0	0	2	10	1	-31
LGR2 antag	-1	7	-12	4	3	22	-17	-27
PglD inh	2	-1	-2	5	-2	2	2	6
EWS-Fli inh	-10	-2	3	-3	11	10	-2	-73
PAX8 reporter	-14	2	9	3	nt	2	-4	-44
S100A4 inh HTS	4	1	-6	-9	-6	13	-3	-3
PGC1a acetyl inh	-10	18	3	-1	6	5	nt	-1
FN deposit inh	nt	6	6	7	nt	0	3	3

25	COc1ccc(C=NCCc2ccc(OC)c(OC)c2)cc1OC
26	C[C@@H]1CCCCO[C@H](CN(C)C(=O)c2ccncc2)[C@H](C)CN([C@@H](C)CO)C(=O)c2cc(NC(=O)c3ccncc3)ccc2O1
27	O=C(C[C@H]1C=C[C@H](NS(=O)(=O)c2ccccc2)[C@H](CO)O1)NCc1ccncn1
28	Cc1nc2c3ccccc3n(CC#N)c(=O)n2n1
29	CCCNC(=O)N1CC2(C1)CN(C(=O)c1ccccc1)[C@@H](CO)c1[nH]c3cc(OC)ccc3c12
30	CC1CCN(S(=O)(=O)c2ccc3c(ccn3CCC(=O)N3CCCCC3)c2)CC1
31	COC(=O)c1ccccc1NC(=O)Cn1c(SC)c(F)cnc1=O
32	CC(C)NC(=O)N(C)C[C@@H]1Oc2ccc(NC(=O)Nc3ccccc3)cc2C(=O)N([C@H](C)CO)C[C@H]1C
assay / entry	25	26	27	28	29	30	31	32
ERAP1 inh	2	-1	0	4	2	3	nt	0
LGR2 antag	-22	13	9	-8	-8	11	nt	9
PglD inh	0	-4	0	3	nt	0	-2	3
EWS-Fli inh	-1	nt	0	8	0	12	nt	-3
PAX8 reporter	3	-2	-8	7	nt	8	-2	-7
S100A4 inh HTS	-6	0	-7	9	3	-4	nt	2
PGC1a acetyl inh	nt	2	-11	nt	3	19	0	5
FN deposit inh	13	1	nt	-8	2	5	6	nt

# Reprinted at random: 5 records from the list, in no set order.
31	COC(=O)c1ccccc1NC(=O)Cn1c(SC)c(F)cnc1=O
28	Cc1nc2c3ccccc3n(CC#N)c(=O)n2n1
26	C[C@@H]1CCCCO[C@H](CN(C)C(=O)c2ccncc2)[C@H](C)CN([C@@H](C)CO)C(=O)c2cc(NC(=O)c3ccncc3)ccc2O1
25	COc1ccc(C=NCCc2ccc(OC)c(OC)c2)cc1OC
32	CC(C)NC(=O)N(C)C[C@@H]1Oc2ccc(NC(=O)Nc3ccccc3)cc2C(=O)N([C@H](C)CO)C[C@H]1C
assay / entry	31	28	26	25	32
ERAP1 inh	nt	4	-1	2	0
LGR2 antag	nt	-8	13	-22	9
PglD inh	-2	3	-4	0	3
EWS-Fli inh	nt	8	nt	-1	-3
PAX8 reporter	-2	7	-2	3	-7
S100A4 inh HTS	nt	9	0	-6	2
PGC1a acetyl inh	0	nt	2	nt	5
FN deposit inh	6	-8	1	13	nt

# (list continues)
33	O=C(NCc1ccco1)/C(=C\c1cccs1)NC(=O)c1ccccc1
34	O=C(NNC(=O)c1cccnc1SCc1cccc([N+](=O)[O-])c1)c1ccccn1
35	CCCCCNC(=O)c1cn(CC)c2cc(N3CCN(C)CC3)c(F)cc2c1=O
36	CCn1cnc2c(Nc3cc(F)cc(F)c3)nc(C#N)nc21
37	Cc1ccc(S(=O)(=O)N2CCOCC2)cc1C(=O)Nc1ccc(-c2cn3ccsc3n2)cc1
38	COC(=O)CN(C)C(=O)c1ccc2nc(Cc3cccc(Cl)c3)oc2c1
39	Cc1noc(C)c1S(=O)(=O)Nc1ccc2c(c1)CC(=O)N([C@H](C)CO)C[C@H](C)[C@@H](CN(C)S(=O)(=O)c1cn(C)cn1)O2
40	COc1ccc(Nc2nc(-c3c(C)nc4ncccn34)cs2)cc1
assay / entry	33	34	35	36	37	38	39	40
ERAP1 inh	17	0	-1	-3	nt	1	-1	0
LGR2 antag	8	20	12	-37	nt	-68	3	nt
PglD inh	nt	-6	-6	3	-5	1	-3	nt
EWS-Fli inh	1	11	11	-110	nt	-93	-11	44
PAX8 reporter	2	46	-4	-57	15	-112	5	48
S100A4 inh HTS	2	-2	-3	-1	nt	0	10	-5
PGC1a acetyl inh	nt	6	-30	10	-15	-2	5	nt
FN deposit inh	13	14	2	3	1	0	nt	-6

41	CCCCOC1CC(c2ccc(OCc3ccc(OC)cc3)c(OC)c2)N(C)O1 (centres undefined)
42	COc1cccc(NC(=O)N(C)C[C@H]2Oc3cc(Br)ccc3S(=O)(=O)N([C@H](C)CO)C[C@H]2C)c1
43	FC(F)(F)Oc1ccccc1C(c1nnnn1Cc1ccccc1)N1CCN(C/C=C/c2ccccc2)CC1 (centres undefined)
44	COc1ccc(OC)c(CN2CCN(C(=O)c3ccco3)CC2)c1
45	COc1ccc(CCN=Cc2ccc(O)cc2)cc1OC
46	O=C(C[C@H]1C/C=C\CC[C@@H](Cc2ccc(F)cc2)C(=O)OC[C@H]2CCCN2C1=O)N[C@H](CO)Cc1ccccc1
47	Cc1ccc(NC(=O)c2c([N+](=O)[O-])cnn2C)cc1C
48	COc1cccc(CN(C)C(=O)Cc2ccc(OC)c(S(=O)(=O)N3CCOCC3)c2)c1
assay / entry	41	42	43	44	45	46	47	48
ERAP1 inh	0	1&1	1	1	-1	-4	-3	-5
LGR2 antag	-23	9&8	-10	5	-3	-6	7	-7
PglD inh	nt	1&0	-5	2	-7	1	6	nt
EWS-Fli inh	-21	7&9	2	8	10	-1	3	4
PAX8 reporter	-8	3	33	15	-1	10	-26	18
S100A4 inh HTS	0	-3&35	-5	-3	-12	17	-3	-1
PGC1a acetyl inh	-13	-24	-2	22	13	6	-4	nt
FN deposit inh	10	-2	-8	4	6	4	-5	-4

49	Oc1ccc(C[C@H]2CNC(=S)N2CC2CCCN2C[C@H](Cc2ccccc2)N2C[C@H](Cc3ccc(O)cc3)N(CC3CCCCCC3)C2=S)cc1 (some centres undefined)
50	O=C(CS(=O)c1ccc(F)cc1)Nc1ccccc1Cl (centres undefined)
51	C[C@@H]1CCCCO[C@@H](CN(C)C(=O)C2CCCCC2)[C@@H](C)CN([C@@H](C)CO)C(=O)c2cc(NC(=O)C3CCCCC3)ccc2O1
52	Cn1c(=O)n(C/C=C/c2ccccc2)c(=O)c2c1nc1n2CCCN1c1ccc(F)cc1
53	Nc1ccn([C@@H]2O[C@H](C(=O)N3CCCN(Cc4cccs4)CC3)[C@@H](O)[C@H]2O)c(=O)n1
54	O=C(OCc1ccccc1)N1CCCC1/C=C/CN1CCOCC1 (centres undefined)
55	CCc1nc2c(OCc3ccc(C(F)(F)F)cc3)cccn2c1N(C)C(=O)c1ccco1
56	CCCCNc1cccc2c1S(=O)(=O)N[C@@H](CC(C)C)CO2
57	O=C(c1ccccc1F)N1CC(=O)N2[C@H](CO)[C@H](c3ccc(-c4cccnc4)cc3)[C@@H]2C1
58	CCCNC(=O)N1[C@H](C#N)[C@H](c2ccc(-c3cccnc3)cc2)[C@H]1CO
59	CC(C)(C)c1ccc(C(=O)C2CCCN(C(=O)CN3CCCC3=O)C2)cc1 (centres undefined)
assay / entry	49	50	51	52	53	54	55	56	57	58	59
ERAP1 inh	nt	-5	0	nt	1	-3	3	0	-1	6	5
LGR2 antag	6	-22	0	nt	-3	11	20	9	-3	-24	-7
PglD inh	-1	nt	1	1	-5	nt	11	nt	nt	0	nt
EWS-Fli inh	19	4	5	nt	1	4	4	2	0	-2	7
PAX8 reporter	73*	-19	0	24	1	-1	14	6	-12	-14	7
S100A4 inh HTS	1	0	7	nt	-3	3	-3	4	-1	7	1
PGC1a acetyl inh	-10	nt	1	3	-13	-1	8	nt	-3	15	nt
FN deposit inh	nt	-3	nt	-2	0	1	2	3	nt	1	nt

# Assay outcomes as filed in PubChem BioAssay.
